# Compound activity from PubChem.
# Hep lipid drop: modulators of hepatic lipid droplet formation; AML12 mouse hepatocytes, oleate lipid droplets, BODIPY imaging; inhibition, % at 6.5 µM; 0.4% of 240,000 active;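 active means lipid droplet intensity inhibited by at least 50%, with more than 500 cells counted; inconclusive means wells with under 300 cells, treated as cytotoxic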
#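 Assay system: AML12 hepatocytes (mouse); Probe or stimulus: oleic acid at 100 µM to induce lipid droplet formation; Dosing: compound at 6.5 µM only; Schedule: compound with oleate, overnight; Detection: fluorescence imaging, 20x objective, two fields per well; Measure: % inhibition of lipid droplet signal.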
# Myeloid diff 2: compounds promoting myeloid differentiation. calls only at 10 µM. 1% of 360,000 active. AID 624256. ER-HoxA9 myeloid progenitors, lysozyme-GFP differentiation, flow cytometry;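 active means normalized GFP-positive differentiation at or above the plate's own cutoff, the solvent-only control mean plus 3 SD; inconclusive means no clear call, values can overlap the other calls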;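 further: cells exposed to compound for four days before flow analysis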
# T cell modulator: T cell immune modulation candidate | calls only at 7 µM | 0.068% of 330,000 active | 2C CD8+ T cell-vesicle binding, flow cytometry; stronger effect = lower value | AID 2052;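 active means response, share of CD8 T cells binding vesicles, and their 90th percentile fluorescence all below set limits, cut at about 80% in these data, passing the limit was not always enough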
#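 Assay system – 2C mouse CD8+ T cells · Also added – QL9-loaded Drosophila micro-vesicles · Timing – Cell–vesicle co-incubation 1.5 h at 37 °C, staining 20 min on ice · Signal – flow cytometry of vesicle-bound cells · Measure – percent CD8+ FL2 mean versus row control · Controls – Peptide-free naked vesicles (low) and QL9 vesicles with 0.7% DMSO vehicle (high)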
# Hep lipid drop cells 6.5 µM: also measured in Hep lipid drop; calls as there; cell count; measured here: cell count, cytotoxicity flag;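 cells counted across two imaged fields per well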
# T cell modulator vesicle-bound %: second read-out of T cell modulator, no call of its own (marks repeat the call); double positive events, %; measured here: CD8+ vesicle-bound cell fraction;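 binding gate set so that unloaded-vesicle control wells show 10% double positive cells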
# Myeloid diff 2 GFP+ MAC1+ %: also measured in Myeloid diff 2; calls as there; GFP+ MAC1+ double positive, %; measured here: differentiation confirmed by MAC1 staining
# Active calls of the source: *; i = inactive; ? = inconclusive; . = no result given; + = active, no number.
# The line under a structure holds: Hep lipid drop, Hep lipid drop cells 6.5 µM, Myeloid diff 2, Myeloid diff 2 GFP+ MAC1+ %, T cell modulator, T cell modulator vesicle-bound %
> COc1ccc(S(N)(=O)=O)cc1C(=O)OCC1CCCCC1
    -6, 728, i, 0.3, i, 23
> CCCc1cc(C(=O)N2CCCN(C)CC2)cs1
    -11, 876, i, 0.5, i, 10
> COc1ccc(N(CC(=O)NC2CCCC2)C(=O)CCC(=O)Nc2nc(C)cs2)cc1OC
    9, 735, i, 0.6, i, 16
> CC(=O)Nc1cccc(C(=O)Nc2cccc3ncccc23)c1
    -6, 805, i, 1.6, i, 16
> CC(C)NC(=O)C1CCCN(S(=O)(=O)c2cccc3nonc23)C1 (centres undefined)
    2, 795, i, 0.7, i, 26
> CCCOc1ccc(-c2c(C(=O)N/N=C/c3cccs3)nnn2-c2nonc2N)cc1
    15, 708, i, 2.7, i, 40
> c1ccc(NNC2=NCCCCC2)cc1
    -1, 824, i, 0.6, i, 43
> COc1ccc(-c2cc(-c3ccccc3)nc(SC(C)C(=O)O)c2C#N)cc1 (centres undefined)
    8, 817, i, 0.4, i, 57
> COc1ccc(-c2cc3c(=O)n(CC(=O)NCc4cccnc4)nc(C)n3n2)cc1
    0, 702, i, 3.2, i, 1
> COc1nc(Nc2cccc(F)c2)nc(OC)n1
    2, 842, i, 0.8, i, 39
> COc1ccc(NC(=O)c2ccc3c(c2)CCN3S(=O)(=O)c2ccccc2)cc1
    -6, 753, i, 0.4, i, 25
> CCOc1cc(C(C(=O)NCC2CCCO2)N(C(=O)Cn2nnc3ccccc32)c2ccc(OC)c(OC)c2)ccc1O (centres undefined)
    2, 769, ?, ., i, 17
> NC(=O)c1c(NC(=O)C(=O)N2CCOCC2)sc2c1CCCC2
    9, 744, i, 2.8, i, 13
> O=C(CS(=O)(=O)c1ccccc1)Nc1nnc(C(F)(F)F)s1
    0, 799, i, 0.7, i, 2
> CC(=O)c1cccc(S(=O)(=O)NC(C)C2CC3CCC2C3)c1 (centres undefined)
    -13, 799, i, 0.1, i, 23

# (continued)
# The line under a structure holds: Hep lipid drop, Hep lipid drop cells 6.5 µM, Myeloid diff 2, Myeloid diff 2 GFP+ MAC1+ %, T cell modulator, T cell modulator vesicle-bound %
> COc1ccc(S(=O)(=O)NCCCN2CCOCC2)cc1F
    0, 779, i, 1.0, i, 23
> COc1ccc(C(=O)C(O)C(c2ccc(C)cc2)N2CCOCC2)cc1OC (centres undefined)
    2, 773, i, 0.3, i, 62
> Fc1cccc(-c2n[nH]c(=S)n2-c2ccccc2)c1
    0, 790, i, 0.3, i, 63
> Cc1c(Cl)ccc2c(C(=O)Nc3cc(C(C)(C)C)on3)cc(-c3ccccn3)nc12
    -4, 762, i, 0.5, i, 18
> COc1ccc(C2C(C(C)=O)=C(O)C(=O)N2c2ccc(C)cc2)cc1 (centres undefined)
    2, 405, i, 0.3, i, 55
> O=C(NC1CCCCCC1)C1CC(=O)N(c2ccc(Cl)cc2)C1 (centres undefined)
    14, 789, i, 4.1, i, 12
> NC(=O)C1CCN(C(=O)C2CCC(=O)N(CC3CCCCC3)C2)CC1 (centres undefined)
    -3, 683, i, 1.4, i, 31
> COc1ccc(CCNC(=O)CN(c2cc(OC)ccc2OC)S(=O)(=O)c2ccccc2)cc1
    -23, 841, i, 1.1, i, 43
> COc1ccccc1NC(=O)C1CCN(S(=O)(=O)c2cccc3nonc23)CC1
    0, 821, i, 0.3, i, 21
> CCc1nnc(NC(=O)c2cc(C)oc2C)s1
    -5, 637, i, 0.4, i, 28
> Cc1ccccc1C(=O)NNC(=O)c1cccc(Br)c1
    -9, 778, i, 0.4, i, 62
> COc1cccc(/C=N/Nc2cc(N3CCOCC3)ncn2)c1O
    1, 808, ?, ., i, 58
> Cn1nc(C(=O)N2CCC(C(N)=O)CC2)c2c1-c1ccccc1SC2
    -2, 754, i, 2.6, i, 32
> Cc1ccccc1C(=O)O/N=C(\N)Cc1cccs1
    -5, 838, i, 5.0, i, 50
> COc1cc(CN2CCC(n3nccc3NC(=O)CCCc3ccccc3)CC2)ccc1O
    -2, 731, i, 0.0, i, 11

# Carrying on.
# The line under a structure holds: Hep lipid drop, Hep lipid drop cells 6.5 µM, Myeloid diff 2, Myeloid diff 2 GFP+ MAC1+ %, T cell modulator, T cell modulator vesicle-bound %
> Cc1ccc2[nH]c(C(=O)N3CCCC(Nc4ccc(F)cc4)C3)cc2c1 (centres undefined)
    -20, 710, i, 1.1, i, 27
> CN(Cc1ccon1)C(=O)C1CCN(C2CCN(CCCc3ccccc3)CC2)CC1
    -2, 645, i, 0.1, i, 63
> CN(Cc1ccccc1OCCO)CC1CCCN(CCc2ccc(Cl)cc2)C1 (centres undefined)
    0, 794, i, 0.1, i, 62
> Cc1cc2[nH]c(=O)c(=O)[nH]c2cc1S(=O)(=O)N1CCN(c2cccc(C)c2C)CC1
    -5, 811, i, 2.5, i, 39
> CCc1nn(C(C)C(=O)N2CC(C)CC(C)C2)c(=O)c2cc3occc3n12 (centres undefined)
    -41, 680, i, 2.8, i, 11
> Cc1cccc(NC(=S)N2CCN(S(C)(=O)=O)CC2)c1
    5, 862, i, 0.8, i, 7
> C/C(=N\NC(=O)C1(C)CC1(Br)Br)c1ccc(C)cc1C (centres undefined)
    -11, 792, i, 0.0, i, 6
> COCCN1Cc2cccc(C(=O)NCCc3ccccc3)c2C1=O
    -4, 763, i, 0.6, i, 50
> CC(NC(=O)Nc1ccc(F)cc1)c1ccc2c(c1)OCO2 (centres undefined)
    -10, 838, i, 0.5, i, 10
> Cc1ccc(CS(=O)(=O)c2ncc(Cl)c(C(=O)Nc3nnc(C)s3)n2)cc1
    1, 606, ?, ., i, 6
> CS(=O)(=O)N(CC(=O)NCCSCc1cccc(Cl)c1)c1ccc(F)cc1
    -5, 784, i, 1.1, i, 65
> Cc1ccc2nc3c(cc(C(=O)NCCc4ccccc4)c(=N)n3CCN3CCOCC3)c(=O)n2c1
    -7, 801, +, 4.2*, i, 52
> COc1ccc(S(=O)(=O)N2CCOC2CNC(=O)C(=O)NCc2ccncc2)cc1OC (centres undefined)
    1, 853, i, 1.0, i, 10
> CCOc1ccc(C(C)=O)cc1COC(=O)C(C)N=C1NS(=O)(=O)c2ccccc21 (centres undefined)
    4, 727, i, 0.3, i, 33
> COc1ccc(Cl)cc1NC(=O)COc1ccc(S(=O)(=O)N2CCOCC2)cc1C
    -5, 782, i, 0.0, i, 37

# Continuation.
# The line under a structure holds: Hep lipid drop, Hep lipid drop cells 6.5 µM, Myeloid diff 2, Myeloid diff 2 GFP+ MAC1+ %, T cell modulator, T cell modulator vesicle-bound %
> CCOC(=O)c1ccc2[nH]c3c(c2c1)CCCC3NC=O (centres undefined)
    -10, 805, i, 0.5, i, 45
> O=C(Nc1nc2c(F)cc(F)cc2s1)c1ccco1
    0, 745, i, 1.4, i, 31
> O=C1CC[C@H](OCc2ccccc2)CCN1[C@H](CSc1ccccc1)Cc1ccccc1
    -17, 775, i, 1.5, i, 46
> C=CCn1c(=O)c(C(=O)NCc2ccc3c(c2)OCO3)c(O)c2cc(OC)c(OC)cc21
    0, 795, i, 0.4, i, 60
> COC(CNC(=O)c1ccc(CS(=O)(=O)c2c(Cl)cccc2Cl)o1)OC
    10, 411, i, 0.0, i, 45
> CCOc1ccc(OCCn2c(S(=O)(=O)O)nc3c(N)ncnc32)cc1
    -2, 840, i, 0.6, i, 14
> COc1cc(/C=N/NC(=O)CCC(=O)Nc2ccc(Br)cc2)ccc1O
    15, 692, i, 0.5, i, 26
> Cc1cc(C)cc(Nc2nc3ccc(C)cc3n3cnnc23)c1
    14, 844, i, 3.4, i, 33
> Cc1ccc2c(c1)OC(c1ccc3c(c1)OCCO3)CC2=O (centres undefined)
    0, 840, i, 0.1, i, 57
> CC(=O)c1cccc(NC(=O)c2ccc(NC(=O)CC3SC(N4CCCCC4)=NC3=O)cc2)c1 (centres undefined)
    -16, 807, i, 1.9, i, 58
> O=C(CNS(=O)(=O)c1ccccc1)Nc1ccc(F)cc1F
    -14, 665, ?, ., i, 30
> O=C(c1cc(COc2ccc(F)cc2F)on1)N1CCOCC1
    23, 706, i, 1.9, i, 26
> O=C(CNC(=O)C1COc2ccccc2O1)N/N=C/c1ccc([N+](=O)[O-])cc1 (centres undefined)
    7, 834, i, 0.4, i, 20
> CC(=O)c1c(-c2ccccc2)c2cc([N+](=O)[O-])ccc2[nH]c1=O
    6, 891, i, 1.5, i, 60
> COc1ccc(/C=N/Nc2nc(C)cc(=O)[nH]2)cc1OC
    -8, 795, i, 1.3, i, 53

# Carrying on.
# The line under a structure holds: Hep lipid drop, Hep lipid drop cells 6.5 µM, Myeloid diff 2, Myeloid diff 2 GFP+ MAC1+ %, T cell modulator, T cell modulator vesicle-bound %
> O=C(CSc1nnc(CNC(=O)c2ccccc2)o1)c1ccccc1
    -17, 817, i, 5.0, i, 44
> O=C(CCC(=O)c1ccc(F)cc1)NC1CCCN(Cc2ccccc2F)C1 (centres undefined)
    1, 807, i, 0.2, i, 42
> Cc1ccc(Nc2cc(C(=O)NCCCN3CCOCC3)c3ccccc3n2)cc1C
    -20, 719, i, 2.5, i, 10
> C=CCn1c(N)cc(=O)nc1SC(C)C(=O)Nc1ccc(C(=O)OCC)cc1 (centres undefined)
    1, 843, i, 5.9, i, 3
> CCc1ccc(NC(=O)[C@H](C)NC(=O)C2CCN(C(=O)[C@@H](NC(=O)OC(C)(C)C)C(C)C)CC2)cc1
    24, 786, i, 0.6, i, 30
> CC(=O)c1ccc(N2CCN(c3ncccn3)CC2)c([N+](=O)[O-])c1
    -17, 744, i, 0.6, i, 12
> CN1CCN(c2ccc([N+](=O)[O-])cc2NC(=O)c2cccs2)CC1
    7, 697, i, 1.1, i, 7
> OCC1(CCOc2ccccc2)CCN(Cc2ccncc2)CC1
    8, 838, i, 0.3, i, 54
> C/C(CC(=O)Nc1cc(Cl)ccc1Cl)=N\NC(=O)COc1cccc(C)c1
    -4, 771, i, 0.6, i, 32
> Cc1cccc(N2CCN(CCCNC(=O)c3ccc(NC(=O)C4=CSCCO4)cc3)CC2C)c1 (centres undefined)
    -3, 688, ?, ., i, 28
> COc1ccccc1OCc1ccc(C(=O)Nc2cc(OC)c(OC)c(OC)c2)o1
    -5, 758, i, 0.5, i, 41
> CO/N=C(\c1ccccc1)c1cccnc1
    -2, 791, i, 1.0, i, 49
> CCc1ccc(NC(=O)CCC(=O)Nc2nnc(C(C)C)s2)cc1
    6, 696, i, 0.3, i, 42
> Cc1ccccc1C(=O)NNC(=O)c1ccncc1
    0, 788, i, 0.5, i, 29
> COc1cccc(/C=N/NC(=O)c2cccc(N3CCCC3=O)c2)c1
    -8, 738, i, 1.6, i, 39

# The list goes on:
# The line under a structure holds: Hep lipid drop, Hep lipid drop cells 6.5 µM, Myeloid diff 2, Myeloid diff 2 GFP+ MAC1+ %, T cell modulator, T cell modulator vesicle-bound %
> CSc1ccc(CNC(=O)C2CCC(=O)N(Cc3cccc(F)c3)C2)cc1 (centres undefined)
    0, 627, i, 0.9, i, 65
> Cc1cc(C)c(C)c(OCCCCN(C)Cc2ccccc2)c1
    2, 836, i, 0.4, i, 47
> COc1ccc(NC(=O)c2ccc3c(c2)C(=O)N(CC2CCCO2)C3=O)cc1O (centres undefined)
    1, 838, i, 1.4, i, 7
> Cc1n[nH]c(C)c1CCNC(=O)C1CCC(=O)N(CCc2cccc(F)c2)C1 (centres undefined)
    -40, 670, ?, ., i, 62
> O=C(CCC(=O)N1CCOc2ccccc21)N1CCOCC1
    0, 748, i, 1.0, i, 41
> CSCC[C@H](NC(=O)c1ccc2c(c1)OCO2)c1nnc2ccccn12
    -41, 648, i, 1.4, i, 12
> COc1ccc(/C=N/OCc2ccc(Br)cc2)c(OC)c1
    -8, 820, i, 0.7, i, 35
> O=C(NNc1ccc([N+](=O)[O-])cc1[N+](=O)[O-])c1ccco1
    -10, 788, i, 0.4, i, 62
> COc1ccccc1CN1CC(C(=O)NCc2nccn2C)CCC1=O (centres undefined)
    29, 649, i, 2.7, i, 60
> Cc1ccc([N+](=O)[O-])cc1NC(=O)CSc1nncc2ccccc12
    -22, 662, i, 3.9, i, 1
> CN1C(=O)C(C)(C)c2cc(S(=O)(=O)NCC(=O)NCc3ccccc3)ccc21
    24, 728, i, 3.4, i, 26
> C[C@H](NC(=O)c1ccc(C(C)(C)C)cc1)C(=O)N1CCC2(CC1)NCCc1[nH]cnc12
    3, 718, i, 3.9, i, 12

# Some of the compounds tested, so the mix of outcomes need not match the whole.
